beta cell repl – induces beta-cell replication in MIN6 cells; 0.29% of 330,000 active; AID 2380; MIN6 cells proliferation, ATPlite luminescence, 48 h; cells starved in 0.2% serum; 100% = growth in 10% serum; proliferation, % at 10 µM;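 active means compounds whose signal lies at least 3.5 SD above the mean of all wells on their plate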;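 further: 0% = DMSO-treated cells in low-serum medium and 100% = 10% serum control; some compounds called inactive have numbers as strong as hits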
tim10-1 inh – growth inhibitors of tim10-1 mutant yeast; S. cerevisiae tim10-1 ts strain growth, BacTiter-Glo, 24 h; inhibition, % at 20 µM; 2.2% of 330,000 active;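 active means inhibition of at least 40%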;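 further: mutant grown at 25 °C; 0% = DMSO wells with yeast and 100% = wells holding no yeast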
GRIN3A LBD mod – modulators (binders) of human NR3A ligand-binding domain | NR3A LBD differential scanning fluorimetry, Tm shift; 0% = protein alone, 100% = glycine-bound protein | Tm shift relative to glycine control, % at 25 µM | 2.5% of 340,000 active | AID 1259313;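 active means melting temperature shift of at least 10% of the positive control shift, at one fixed dose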
APJ agonist – agonists of human APJ apelin receptor; P35414; CHO-K1 APJ PathHunter beta-arrestin, luminescence; 0% DMSO wells, 100% apelin; activation, % at 20 µM; 0.11% of 330,000 active;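 active means activation more than six SD over the plate average, tested at 20 µM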;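 further: 0% = DMSO alone and 100% = apelin-13 at 10 nM; some results filed as inactive read as strong as hits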
Target sequence (P35414 whole entry, looked up): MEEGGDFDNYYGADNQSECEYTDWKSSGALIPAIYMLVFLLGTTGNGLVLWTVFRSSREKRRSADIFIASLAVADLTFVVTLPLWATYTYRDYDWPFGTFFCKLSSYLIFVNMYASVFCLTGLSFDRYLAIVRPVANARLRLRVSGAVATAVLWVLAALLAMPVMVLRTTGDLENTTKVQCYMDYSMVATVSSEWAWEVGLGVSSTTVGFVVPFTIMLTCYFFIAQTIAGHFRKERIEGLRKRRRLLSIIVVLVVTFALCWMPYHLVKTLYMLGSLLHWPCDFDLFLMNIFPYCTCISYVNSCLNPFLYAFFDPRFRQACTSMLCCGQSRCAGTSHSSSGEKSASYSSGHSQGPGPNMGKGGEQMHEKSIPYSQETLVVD
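Material: CHO-K1 APJ beta-arrestin complementation cell line; Input: cell density 1000 per well; Incubation: compound stimulation 90 min at 25 °C, detection 60 min; Signal: luminescence from split beta-galactosidase complementation, Galacton Star/Emerald II substrate; Controls: DMSO-only wells as negative, 10 nM Apelin-13 as positive control.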
TIM10 inh – inhibits growth of TIM10 yeast strain | 1.4% of 330,000 active | S. cerevisiae TIM10 strain growth, BacTiter-Glo luminescence, 24 h | inhibition, % at 10 µM;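 active means inhibition of 40% or more at the single tested concentration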;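 further: wild-type TIM10 isogenic control strain grown at permissive 25 °C; 0% = DMSO yeast wells and 100% = minimal medium wells without yeast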
APJ antagonist – APJ receptor antagonism; P35414; CHO-K1 APJ beta-arrestin complementation, luminescence; inhibition, % at 20 µM; 0.32% of 330,000 active;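 active means inhibition above about 40% at 20 µM, limit read from the data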;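 further: cells challenged with 10 nM apelin-13 agonist together with compound; plate controls were apelin-13 plus DMSO wells for no effect and DMSO wells lacking apelin-13 for full effect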
MPTP block – blocks calcium-induced mitochondrial swelling; 1.4% of 360,000 active; AID 602449; isolated mouse mitochondria, Ca2+ swelling absorbance, 30 min; inhibition, % at 10 µM;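 active means inhibition of 50% or more, scaled per plate between neutral and stimulator controls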;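 further: 0% = DMSO wells given calcium and 100% = 1 mM EGTA wells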
tim23-1 inh – growth inhibitors of tim23-1 mutant yeast; S. cerevisiae tim23-1 growth, BacTiter-Glo luminescence, 24 h; 1.3% of 330,000 active; AID 463212; inhibition, % at 20 µM;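 active means growth inhibition of the mutant yeast at or above 50%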;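 further: temperature-sensitive mutant grown at 25 °C; plate controls were DMSO-treated mutant yeast for no effect and medium wells lacking yeast for full effect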
NLRP3 yeast inh – blocks the NALP3 inflammasome reconstituted in yeast | Yeast reconstituted NLRP3/ASC/caspase-1, beta-gal luminescence, 24 h | inhibition, % at 10 µM | 0.39% of 330,000 active | AID 2825;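 active means inhibition of 50% or more; inactive means inhibition below 50%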;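 further: plate controls were induced DMSO wells for no effect and uninduced yeast grown without galactose for full effect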
The depositor's hits bear a star; nt = not tested or not shown.

SMILES	beta cell repl	tim10-1 inh	GRIN3A LBD mod	APJ agonist	TIM10 inh	APJ antagonist	MPTP block	tim23-1 inh	NLRP3 yeast inh
CCOC(=O)/C(C#N)=N/Nc1c(C)n(C)n(-c2ccccc2)c1=O	1	12	0	-1	10	13	-1.5	-2	8
Cc1ccccc1Cn1nc(C)c(NC(=O)c2cc(-c3cccs3)on2)c1C	-5	-2	0	-5	-3	4	0.2	-7	-6
COc1cccc2sc(N3CCN(C(=O)c4ccco4)CC3)nc12	-2	24	-2	7	18	-24	-0.6	24	21
CCOc1ccc(-c2[nH]ncc2Oc2ccccc2OCC)c(O)c1	-4	-33	1	-3	-28	-8	7.7	-27	15
Cc1cccc(-n2c(CNC(=O)Cc3ccccc3)n[nH]c2=S)c1	-3	10	1	-3	-4	17	1.1	0	7
COc1cccc(OC)c1C(=O)NC(=S)N1CCN(c2ccc(C(F)(F)F)cc2[N+](=O)[O-])CC1	-3	-1	-7	-6	-15	19	-4.7	-20	3
CCOC(=O)C1(CC2CC2)CCN(Cc2cnc(N(C)C)s2)CC1	3	0	0	-3	-15	3	3.4	11	1
CC(=O)c1ccc(NCC2COc3ccccc3O2)c([N+](=O)[O-])c1 (stereo not drawn)	0	23	-6	-5	29	8	0.6	12	29
O=C(Nc1cccnc1N1CCOCC1)c1cccs1	-3	-2	-2	6	5	-8	0.8	-7	-2
CCOC(=O)c1sc(NC(=O)CSc2nc(C)cc(C)n2)c(C#N)c1C	-1	23	-7	-4	-2	4	58*	16	17
CN(C)CCNC(=O)NC1CCCCC1	0	7	0	-1	10	15	-0.7	11	14
CCN(CC(=O)NCc1cccs1)C(=O)CCC(=O)c1ccc(C)cc1	7	11	2	-2	9	9	-0.1	11	16
COc1ccccc1C(=O)Oc1ccc(N2C(=O)CCC2=O)cc1	-2	12	-1	6	7	-6	-0.5	-5	9
Cc1ccc(NC(=O)COc2cccc(Oc3ccccc3)c2)cc1S(=O)(=O)N1CCOCC1	-6	17	-5	1	15	-16	0.0	31	7
COc1ccc(/C=C/CN2CCCC(C(=O)c3ccc(OC)c(F)c3)C2)cc1 (stereo not drawn)	-5	17	-2	0	-10	-20	0.4	15	25
CCOC(=O)N1CCC(NC(=O)c2cc3cc4cc(OC)ccc4nc3o2)CC1	0	16	-1	5	29	14	45	28	5
CCOC(=O)C1CCN(C(=O)c2ccc(Cl)c(S(=O)(=O)N3CCCC3)c2)CC1	0	1	0	-5	9	0	-1.1	13	-2
Cc1cccc(OCCC(=O)NNC(=O)c2ccoc2C)c1	0	-11	-1	-3	0	3	0.5	-6	11
COc1cc(CNCc2cccc(OC)c2OC)cc(OC)c1	-3	1	1	0	2	-5	4.2	-3	7
c1ccc(-c2cc3ccccc3[nH]2)cc1	-2	23	1	3	15	12	4.3	40	10
COc1ccc(C(C[N+](=O)[O-])c2c(C)[nH]n(-c3ccccc3)c2=O)cc1 (stereo not drawn)	-6	21	0	5	10	2	-1.3	76*	20
CC(NC(=S)Nc1cccc(F)c1)C(c1cccs1)N1CCOCC1 (stereo not drawn)	2	20	-1	-2	22	12	4.9	26	4
O=C(C1=C[C@@H](c2ccc(C(F)(F)F)cc2)C[C@@H](OCCCCO)O1)N1CCN(Cc2ccc3c(c2)OCO3)CC1	-6	29	1	11	-5	10	-1.1	4	-10
COc1ccc(/C=C/C(=O)NC(=S)NCc2ccccc2)cc1OC	-3	33	5	4	29	-14	2.3	31	13
CCOc1ccc(NC(=O)CC2C(=O)NCCN2C(=O)c2ccc(Cl)cc2)cc1 (stereo not drawn)	-4	-5	0	-1	0	-8	-0.7	13	9
CCc1cc2cc(C)cc(C)c2nc1Cl	-2	-3	-1	-4	6	-5	-0.4	7	2
CCn1c(SCC(=O)N2CCN(c3ccc(Cl)cc3)CC2)nc2ccccc2c1=O	0	8	1	-2	-10	5	2.6	-10	24
Cc1cc(/C=C2\SC(=S)N(C)C2=O)c(C)n1-c1ccccc1O	-6	-6	-17	1	22	3	92*	-10	27
CC(CNC(=O)c1ccco1)NC(=O)c1ccco1 (stereo not drawn)	-1	7	0	-2	-20	6	-2.1	-5	5
COc1ccc(N2CCN(C(=S)Nc3ccccc3)CC2)cc1	-1	0	-1	0	-8	8	0.2	-7	32

At a glance, 3 of the compounds above:
SMILES	beta cell repl	tim10-1 inh	GRIN3A LBD mod	APJ agonist	TIM10 inh	APJ antagonist	MPTP block	tim23-1 inh	NLRP3 yeast inh
CCOC(=O)/C(C#N)=N/Nc1c(C)n(C)n(-c2ccccc2)c1=O	1	12	0	-1	10	13	-1.5	-2	8
Cc1ccccc1Cn1nc(C)c(NC(=O)c2cc(-c3cccs3)on2)c1C	-5	-2	0	-5	-3	4	0.2	-7	-6
COc1cccc2sc(N3CCN(C(=O)c4ccco4)CC3)nc12	-2	24	-2	7	18	-24	-0.6	24	21

Next section.
SMILES	beta cell repl	tim10-1 inh	GRIN3A LBD mod	APJ agonist	TIM10 inh	APJ antagonist	MPTP block	tim23-1 inh	NLRP3 yeast inh
COc1cc(Cl)c(S(=O)(=O)NCc2ccccn2)cc1Cl	-2	9	-13	1	-3	-25	-0.3	14	-19
COc1cc(C2NC(=O)N(C)C(C)=C2C(=O)OCc2ccccc2)cc(Br)c1O (stereo not drawn)	1	-4	2	1	3	10	0.7	17	18
Cc1cc(C)c(C(CC(=O)c2cccs2)C(C#N)C#N)c(C)c1 (stereo not drawn)	-6	31	-17	-3	29	12	10	52*	10
O=C(CCCOc1ccc(Cl)cc1Cl)Nc1ncccn1	0	21	-1	-1	2	-1	1.2	22	14
Cc1ccc(NC(=O)CS(=O)CC(=O)Nc2cnc3ccccc3c2)cc1Cl (stereo not drawn)	0	1	32*	-1	10	-1	0.8	3	10
COc1ccc(CN2CCNC(=O)C2CC(=O)NCCCC2CCCC2)c(F)c1 (stereo not drawn)	1	7	-3	-6	14	11	-1.4	17	-1
COC(=O)[C@H](C)NC(=O)NCc1ccccc1F	-3	3	-1	-1	1	20	6.5	5	5
CCC(C)C(NC(=O)c1ccccc1NC(=O)c1ccc(OC)cc1)C(=O)NCCCn1ccnc1 (stereo not drawn)	0	-7	-1	-4	-14	4	-0.3	11	6
COC(=O)C(Cc1c[nH]c2ccccc12)NC(=O)c1cccs1 (stereo not drawn)	-3	-5	0	1	-3	11	1.6	11	-2
COc1ccccc1NC(=O)CSc1nnc(-c2ccoc2C)o1	-4	-1	2	-3	-7	-7	0.6	14	27
NC(=O)C(c1ccc(Cl)cc1Cl)c1ncc(C(F)(F)F)cc1Cl (stereo not drawn)	-2	28	-2	0	-6	-11	3.7	2	7
O=C(O)c1ccc(CSc2nnc(-c3ccccc3)n2-c2ccccc2)cc1	0	18	-1	1	-1	4	1.5	3	5
Cc1nn(-c2ccc(F)cc2)c(Cl)c1C(=O)N(C)CC(=O)Nc1cccc(F)c1	-2	14	1	-8	6	-3	0.1	25	5
O=C(COc1ccccc1Cl)NCCNC(=O)c1ccccn1	0	8	0	-4	-7	-1	-0.4	14	11
Cc1ccc(C(=O)c2c[nH]c(C(=O)NCCCN3CCOCC3)c2)cc1	-3	11	1	-3	-9	10	0.0	-5	-2
CCC(CC)NC(=O)C1CC(=O)N(CCc2ccc(F)cc2)C1 (stereo not drawn)	-3	-8	-1	-3	3	2	-0.6	-4	10
CCCCN(Cc1ccccc1)S(=O)(=O)c1c(N)n(C)c(=O)n(C)c1=O	5	6	-1	5	4	8	0.3	20	-6
Nc1ccc(NC(=O)CCN2CCOCC2)cc1	0	9	-1	4	9	-16	-1.0	4	25
COc1ccc(S(=O)(=O)N2CCCCC2)cc1NC(=O)c1cncc(Br)c1	5	14	5	-1	5	-2	-1.1	10	6
CNC(=S)N1N=C(c2ccc(Br)cc2)CC1c1ccc(OC)cc1 (stereo not drawn)	0	4	-1	-3	-2	5	-0.5	25	28
N#C/C(=C\c1cc(Cl)c(OCc2ccc(Cl)cc2)c(Cl)c1)C(N)=O	-5	15	nt	2	35	-24	nt	36	14
COc1ccc(CCNC(=O)CSc2n[nH]c(N)n2)cc1OC	2	-3	2	-2	0	13	0.5	0	2
O=C(CSc1ccc2nnc(-c3ccccn3)n2n1)NCC1CCCO1 (stereo not drawn)	-3	-4	1	-2	-9	21	-2.8	11	7
COC(=O)C1=C(C)N(CCCC(=O)O)C(=O)NC1c1cccs1 (stereo not drawn)	0	-7	1	-7	9	7	-0.7	15	2
COc1cccc(C(=O)Nc2ccncc2)c1	-1	-16	nt	1	-17	-5	nt	5	1
Cc1cc(=O)[nH]c(N/N=C/CCc2ccccc2)n1	0	14	1	-2	-1	24	-0.7	-3	3
Cc1cc(OCC(=O)NCCc2c[nH]c3ccccc23)c2c(C)c(C)c(=O)oc2c1	-1	-7	2	-2	-4	-65	0.1	2	15
O=C1C=CN2CCOCC2C1 (stereo not drawn)	-4	-4	-1	-2	-11	0	-0.7	-13	23
C/C(=C\c1ccco1)C1C(C#N)=C(N)Oc2n[nH]c(-c3ccccc3)c21 (stereo not drawn)	-5	25	-20	0	27	9	6.4	24	-7
CC(=O)c1ccc(S(=O)(=O)NCC(=O)N2CCN(C/C=C/c3ccccc3)CC2)cc1	-3	-4	1	0	4	-1	0.1	0	0
CCn1nc([N+](=O)[O-])c(C(C#N)c2nc3cc(C(F)(F)F)ccc3s2)c(Cl)c1=O (stereo not drawn)	-6	22	0	-11	21	56*	114*	40	31
CC(OC(=O)CNC(=O)c1ccc(Cl)c([N+](=O)[O-])c1)C(=O)NCc1ccco1 (stereo not drawn)	3	-12	3	2	-13	21	-2.1	-3	20
CC(COS(N)(=O)=O)Cc1ccc(C(F)(F)F)cc1 (stereo not drawn)	-5	15	-16	20	8	-24	-0.2	9	12
CCCCCN(C(=O)NC(=O)NCCCC)S(C)(=O)=O	3	2	1	-6	3	2	0.5	14	8
O=C(Nc1cccnc1)c1cc(-c2ccccc2O)on1	-5	2	-9	-2	-11	-3	3.1	-1	6
Cc1ccc(NC(=O)c2ccc(OCc3c(C)noc3C)cc2)cc1C	-1	-26	-5	-3	30	-5	0.7	59*	15
COc1ccc(/C=C2/Sc3ccc(C(=O)N4CCc5ccccc5C4)cc3NC2=O)cc1	-4	29	-1	-5	25	2	-0.9	14	6
Cc1[nH]n(-c2ccccc2)c(=O)c1C(C[N+](=O)[O-])c1ccc(Cl)cc1 (stereo not drawn)	0	58*	-6	-1	49*	2	17	86*	17
Cc1ccccc1NC(=O)NC(C)(C)CC(C)(C)C	3	12	0	-6	-2	2	7.1	9	6
CCOC(=O)COn1c(=O)c(-c2ccc(C)cc2)[n+]([O-])c2ccccc21	-4	28	1	-2	5	-34	-0.5	16	14
COc1ccc(/C=C/C(=O)c2c(O)ccc3c(C)cc(=O)oc23)cc1	-2	51*	-1	2	55*	11	3.3	50*	16
COc1cc(NC(=S)NCCCN2CCOCC2)cc(OC)c1OC	-1	1	2	-2	-9	-11	0.3	5	4
CCOc1ncccc1C(=O)OCc1ccc(C(=O)OC)cc1	2	0	-2	-4	15	-1	-2.4	0	14
NC(=O)C1CCN(C(=O)CC(c2ccccc2)c2ccccc2)CC1	-1	6	2	-4	-9	3	-0.1	7	16
OC(c1cc(-c2ccc(C(F)(F)F)cc2)nc(C(F)(F)F)c1)C1CCCCN1 (stereo not drawn)	-7	9	-7	3	5	-33	2.6	25	17
